Pemphigus Ab inh: inhibitors of pemphigus antibody binding to DSG3, primary screen, biochemical, bead-based, flow cytometry, scFv-GFP. Desmoglein-3 (Homo sapiens), P32926. binding (percent of control), % at 10 µM. 310,000 compounds, 0.48% hits. DSG3-coupled beads, scFv-anti-DSG3-GFP binding; stronger effect = lower value;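 active means binding more than 3 SD below its plate's average and above zero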; further: some compounds called inactive have numbers as strong as hits
LANA DNA inh: inhibitors of KSHV C-LANA binding to DNA, primary screen, biochemical, fluorescence polarization, FAM-LBS DNA, MBP-C-LANA, single point | 340,000 compounds, 0.078% hits | inhibition, % at 9 µM | AID 504423, 2011;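 active means highest replicate inhibition at or above 60% at 9 µM, even if other replicates fall short; inactive means all replicates below 60% inhibition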;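 further: 0% = neutral control wells and 100% = 4 µM acridine orange control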
Wnt act: Wnt/beta-catenin pathway activators, primary screen, cell-based, plate reader, single point; Wnt/beta-catenin reporter cell assay, activator; activation, % at 9.35 µM; 300,000 compounds, 1.2% hits; AID 743398, 2014; in the data active means activation above about 30%, passing the limit was not always enough;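 further: 0% = neutral control wells and 100% = positive control wells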
cardiac RTF act: cardiac RTF calcium sensitivity activators, primary screen, biochemical, IANBD-TnC fluorescence, EC20 calcium. 340,000 compounds, 0.24% hits. Troponin I, cardiac muscle (Homo sapiens) + Troponin T, cardiac muscle (Homo sapiens) + …. activation, % at 7.2 µM. IANBD-labeled TnC RTF fluorescence at EC20 calcium; 0% EC20 calcium, 100% full calcium;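 active means activation above the mean over all tested compounds plus 3 SD, cut at about 30% in these data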;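 further: rise in fluorescence read as greater calcium sensitivity of cardiac thin filaments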
RTF Ca sens inh: cardiac RTF calcium sensitivity inhibitors, primary screen, biochemical, IANBD-TnC fluorescence, EC70 calcium | IANBD-labeled cardiac RTF, Ca2+ fluorescence | inhibition, % at 7.15 µM | 340,000 compounds, 0.12% hits | AID 493244, 2011;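 active means inhibition above the mean inhibition of all tested compounds plus 3 SD, cut at about 17% in these data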;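 further: assay run at fixed EC70 calcium of 1.6 mM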
V-ATPase pHluor: regulators of yeast V-ATPase proton pumping, primary screen, pHLuorin cytosolic pH fluorescence | S. cerevisiae | 350,000 compounds, 0.37% hits | response, % at 10 µM; in the data active means response mostly above about 7.3%, no sharp cut-off; inactive means mostly below about 5.4%; further: actives read high; inactives centre near 0; some compounds called inactive have numbers as strong as hits; reference of the scale not given here
Keap1-Nrf2 PPI: Keap1-Nrf2 protein-protein interaction inhibitors, primary screen, biochemical, fluorescence polarization, single point | Kelch-like ECH-associated protein 1 (Homo sapiens), Q14145 | Keap1 Kelch-Nrf2 peptide fluorescence polarization, 1536-well | inhibition, % at 9.4 µM | 340,000 compounds, 0.15% hits; in the data active means inhibition above about 12%;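 further: human Keap1 Kelch domain with fluorescein labeled Nrf2 9mer peptide probe; 0% = neutral control wells and 100% = peptide positive control; higher means more block of Keap1 binding to Nrf2 peptide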
Arr AP2 block: inhibitors of beta-arrestin/AP2 binding, primary screen, biochemical, GPCR trafficking, flow cytometry | AID 504490, 2011 | beta-arrestin 1 C-terminal peptide binding to AP2 beta2-adaptin appendage (human) | 340,000 compounds, 0.31% hits | inhibition, % at 10 µM | FITC-arrestin peptide / GST-AP2 beads; AP2 beta2 appendage carries R879A mutation;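 active means inhibition above a set limit, near 3 SD of compounds lacking own fluorescence, cut at about 54% in these data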;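 further: plate controls were DMSO wells for no effect and 5 µM unlabelled arrestin peptide for full effect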
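Material – AP2 appendage R879A on GSH beads · Buffer or medium – PBS with 0.05% Tween 20 and 0.1% BSA · Probe or stimulus – fluorescein-tagged arrestin peptide at 50 nM final · Incubation – compound with beads 12 min RT, then probe 1 h RT · Detection – high-throughput flow cytometry of beads, ex 488, em 535 nm · Evaluation – percent response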
OPRM1-OPRD1 inv: inverse agonists of MOR-DOR heterodimerization, primary screen, cell-based, luminescence; Mu-type opioid receptor (Homo sapiens) + Delta-type opioid receptor (Homo sapiens), …; cell-based MOR-DOR heterodimer luminescence, inverse agonism; inhibition, % at 9.3 µM; 340,000 compounds, 0.21% hits; AID 504357, 2011; in the data active means inhibition above about 22%, passing the limit was not always enough;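 further: 0% = cells with DMSO and 100% = wells without cells with DMSO; values of inactives mirror those of a sister screen read the other way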
Target sequence (P35372 whole entry, looked up): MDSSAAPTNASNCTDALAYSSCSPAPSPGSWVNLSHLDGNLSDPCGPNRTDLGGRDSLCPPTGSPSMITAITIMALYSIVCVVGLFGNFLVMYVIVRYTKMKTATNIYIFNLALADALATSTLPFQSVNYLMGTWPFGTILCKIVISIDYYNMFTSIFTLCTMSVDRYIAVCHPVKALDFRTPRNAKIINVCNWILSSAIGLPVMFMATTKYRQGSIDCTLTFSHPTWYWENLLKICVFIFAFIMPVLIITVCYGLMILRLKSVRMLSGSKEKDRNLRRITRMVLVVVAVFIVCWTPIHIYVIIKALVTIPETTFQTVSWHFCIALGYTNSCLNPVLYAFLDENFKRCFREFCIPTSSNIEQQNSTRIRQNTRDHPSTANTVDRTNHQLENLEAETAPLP
Target sequence (P41143 whole entry, looked up): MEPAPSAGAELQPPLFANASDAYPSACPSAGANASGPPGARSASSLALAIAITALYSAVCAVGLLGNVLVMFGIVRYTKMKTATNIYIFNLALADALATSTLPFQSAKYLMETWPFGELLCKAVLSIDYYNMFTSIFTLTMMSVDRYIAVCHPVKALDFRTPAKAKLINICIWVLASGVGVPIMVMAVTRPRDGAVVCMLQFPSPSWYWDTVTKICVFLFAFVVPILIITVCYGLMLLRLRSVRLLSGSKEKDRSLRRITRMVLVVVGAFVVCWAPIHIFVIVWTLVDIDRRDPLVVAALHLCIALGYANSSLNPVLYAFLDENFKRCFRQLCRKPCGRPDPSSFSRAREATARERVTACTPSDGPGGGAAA
MOR-DOR ag: agonists of OPRM1-OPRD1 heterodimerization, primary screen, cell-based, luminescence; 340,000 compounds, 0.3% hits; cells; activation, % at 9.3 µM; in the data active means activation above about 18%;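 further: 0% = vehicle-treated cells and 100% = reference agonist; values of inactives mirror those of a sister screen read the other way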
Active calls of the source: *; nt = no result given.

SMILES	Pemphigus Ab inh	LANA DNA inh	Wnt act	cardiac RTF act	RTF Ca sens inh	V-ATPase pHluor	Keap1-Nrf2 PPI	Arr AP2 block	OPRM1-OPRD1 inv	MOR-DOR ag
Cc1ccnc2nc(C(=O)NCc3cccs3)nn12	98	-1.3	nt	2	1	-1	-3	8	10	-2.1
CC(=O)CC(=O)Nc1ncccn1	101	-1.2	-1	-1	7	1	-1	39	9	-1.5
O=C1NC(=S)S/C1=C\c1ccc(SCc2ccco2)o1	85	99*	nt	-30	50*	2	21*	26	13	-2.3
CC(C)N(CCn1cnc2c([nH]c3ccccc32)c1=O)C(C)C	102	-1.6	28	-2	2	-6	2	-5	24	-4.4
CC(C)(C)c1ccc(C(=O)O/N=C(\N)c2ccccc2)cc1	96	-3.0	-17	-10	-1	0	-2	37	-45	8.7
Cc1ccc(CC2CC(=O)N(c3ncccn3)C2=O)cc1 (stereo not drawn)	nt	-0.2	-1	5	-5	-1	-3	-6	13	-2.5
C/C(=N\NC(=O)CNC(=O)c1ccco1)c1ccc(Br)cc1	106	-0.1	-3	-9	-2	0	5	20	14	-2.7
COC(=O)c1ccc(NC(=O)CN2C(=O)CC(C)S(=O)(=O)c3ccccc32)cc1 (stereo not drawn)	103	-2.1	0	-1	-10	0	5	26	8	-1.6
Cc1ccc(S(=O)(=O)c2n[nH]n3c2nc(=O)c2ccccc23)cc1	nt	-0.1	1	-7	5	2	-3	2	11	-1.8
O=C(NC1CCCC1)c1cc(-c2cccs2)on1	98	-1.5	nt	-1	-9	-3	-1	2	12	-2.2
CC1(C)OC(c2ccccc2)=C/C(=C/C=N/NC(=O)c2ccncc2)O1	99	6.8	2	2	0	5	3	22	6	-1.2
O=C(NN1CCOCC1)c1cc(-c2cccs2)nc2ccccc12	118	-0.3	-2	-3	0	-1	0	16	2	-0.4
COc1ccc(-c2nnc(SCc3nnc(-c4ccccc4)o3)n2-c2ccccc2)cc1	103	-2.3	-4	1	-6	6	-7	-1	12	-2.4
O=C(NN1CC(=O)N(c2cc(Cl)cc(Cl)c2)CC1=O)c1cccs1	102	-0.9	1	7	-5	1	-4	-2	20	-4.0
CCCCn1c(SCC(=O)Nc2sc3c(c2C(N)=O)CCC3)nnc1-c1ccccc1	102	1.2	nt	-3	-11	-6	-2	11	-13	2.2
CC1CCN(C(=O)c2[nH]cnc2C(=O)NCC(=O)OC(C)(C)C)CC1	95	0.5	0	1	4	-1	1	-7	12	-2.1
CCc1cccc(NC(=O)Cn2cc(C=O)c3ccccc32)c1	102	-0.9	-1	0	-3	1	-5	-2	-2	0.5
CCOc1ccc(S(=O)(=O)Nc2nc3cc(OC)ccc3s2)cc1	104	-1.8	1	0	-4	7	-8	7	-1	0.2
CC1(C)Cc2cccc(OCC(N)=O)c2O1	99	-0.3	-3	5	-4	1	-1	17	15	-3.0
CCC(=O)OCC(=O)Nc1ccc([N+](=O)[O-])cc1OC	96	-1.4	0	-3	-8	-1	0	14	14	-2.5
Cc1ccccc1-c1nc(SCc2ccccn2)c2c(=O)n(C)c(=O)n(C)c2n1	110	0.9	-2	-3	2	0	-2	-3	8	-1.6
CC(C(=O)NCC1CCCCC1)N(C)Cc1cccc(Cl)c1 (stereo not drawn)	101	0.7	-1	3	0	2	-2	51	2	-0.4
O=C(CSc1nc2c([nH]c3ccccc32)c(=O)n1-c1ccccc1)NCC1CCCO1 (stereo not drawn)	101	-0.1	-1	-1	-1	1	-1	14	51*	-9.3
Cc1cc(-c2nc3ccccc3s2)ccc1N	122	-1.0	-2	-11	-3	-3	-5	-20	6	-1.3
C=CCc1cccc2cc(NC(C)=O)c(=O)oc12	104	0.1	-5	5	-6	-1	-5	-4	9	-1.6
C=CCNC(=O)NC(=O)COC(=O)/C(C#N)=C/c1cc(C)n(CC(C)C)c1C	100	-1.7	nt	-3	-8	-3	6	7	-6	1.1
O=C(NCC1CCCO1)c1cccc(S(=O)(=O)N(Cc2ccccc2)c2ccccc2)c1 (stereo not drawn)	116	0.0	0	4	2	-1	-3	31	0	-0.1
CCOC(=O)c1sc2ncn(/N=C/N(C)C)c(=O)c2c1C	96	-1.2	nt	5	4	-1	1	2	8	-1.4
O=C(Nc1cc(C(F)(F)F)ccc1-n1cncn1)c1ccc(Br)cc1	99	-2.5	-3	0	0	-1	0	3	-11	2.1
CC(=O)Nc1ccc(S(=O)(=O)Nc2ccc(Cc3ccncc3)cc2)cc1	98	0.4	-1	1	-3	0	-3	-7	-12	1.5
O=C(CCNS(=O)(=O)c1ccccc1)OCc1nc2ccsc2c(=O)[nH]1	101	0.5	-2	-3	-14	3	2	-17	8	-1.1
O=C(O)CCCn1cc(NC(=O)COc2cccc(Cl)c2)cn1	nt	0.9	-1	-4	-4	1	-2	4	7	-1.4
Cc1cc2nc(/N=C(\N)NC(=O)C(C)C)nc(C)c2cc1C	nt	-2.5	-2	2	4	1	-7	-3	1	-0.1
CC1CC(=O)N(Cc2ccccc2)c2ccccc2N1C=O (stereo not drawn)	99	1.7	nt	-1	1	-1	-2	10	14	-2.8
O=C(Nc1ccc(Cl)cc1)C1CC=CCC1C(=O)OCC(F)(F)C(F)F (stereo not drawn)	nt	-0.1	nt	-1	-3	3	-3	-2	0	0.0
CCCCCCc1cc2cc(S(=O)(=O)c3ccc(F)cc3)c(=O)oc2cc1O	120	0.9	-1	-19	-6	0	-3	3	-38	7.1

Sorted by value in Arr AP2 block (high to low): some entries from above.
SMILES	Pemphigus Ab inh	LANA DNA inh	Wnt act	cardiac RTF act	RTF Ca sens inh	V-ATPase pHluor	Keap1-Nrf2 PPI	Arr AP2 block	OPRM1-OPRD1 inv	MOR-DOR ag
O=C(NCC1CCCO1)c1cccc(S(=O)(=O)N(Cc2ccccc2)c2ccccc2)c1 (stereo not drawn)	116	0.0	0	4	2	-1	-3	31	0	-0.1
CC1(C)OC(c2ccccc2)=C/C(=C/C=N/NC(=O)c2ccncc2)O1	99	6.8	2	2	0	5	3	22	6	-1.2
CC1CC(=O)N(Cc2ccccc2)c2ccccc2N1C=O (stereo not drawn)	99	1.7	nt	-1	1	-1	-2	10	14	-2.8
Cc1ccnc2nc(C(=O)NCc3cccs3)nn12	98	-1.3	nt	2	1	-1	-3	8	10	-2.1
O=C(Nc1cc(C(F)(F)F)ccc1-n1cncn1)c1ccc(Br)cc1	99	-2.5	-3	0	0	-1	0	3	-11	2.1
Cc1cc2nc(/N=C(\N)NC(=O)C(C)C)nc(C)c2cc1C	nt	-2.5	-2	2	4	1	-7	-3	1	-0.1
CC(C)N(CCn1cnc2c([nH]c3ccccc32)c1=O)C(C)C	102	-1.6	28	-2	2	-6	2	-5	24	-4.4

Whole records, quoted from the list.
CCCCCCc1cc2cc(S(=O)(=O)c3ccc(F)cc3)c(=O)oc2cc1O in the list: Pemphigus Ab inh: 120; LANA DNA inh: 0.9; Wnt act: -1; cardiac RTF act: -19; RTF Ca sens inh: -6; V-ATPase pHluor: 0; Keap1-Nrf2 PPI: -3; Arr AP2 block: 3; OPRM1-OPRD1 inv: -38; MOR-DOR ag: 7.1
CC(=O)Nc1ccc(S(=O)(=O)Nc2ccc(Cc3ccncc3)cc2)cc1 in the list: Pemphigus Ab inh: 98; LANA DNA inh: 0.4; Wnt act: -1; cardiac RTF act: 1; RTF Ca sens inh: -3; V-ATPase pHluor: 0; Keap1-Nrf2 PPI: -3; Arr AP2 block: -7; OPRM1-OPRD1 inv: -12; MOR-DOR ag: 1.5

(continued)
SMILES	Pemphigus Ab inh	LANA DNA inh	Wnt act	cardiac RTF act	RTF Ca sens inh	V-ATPase pHluor	Keap1-Nrf2 PPI	Arr AP2 block	OPRM1-OPRD1 inv	MOR-DOR ag
COc1cc(CN=Cc2c(O)n(Cc3ccccc3)c(=S)[nH]c2=O)cc(OC)c1	nt	-0.9	-4	0	1	1	1	-3	0	0.0
O=C(Cc1cccc(NC(=O)C2CCN(C(=O)C3CCC3)CC2)c1)Nc1cccc(C(=O)N2CCOCC2)c1	101	0.1	-2	-3	-5	-2	-3	-6	14	-2.9
COc1cccc(OC)c1C(=O)Nc1sc2c(c1C#N)CCC2	94	0.6	0	2	-2	4	2	-14	13	-2.7
CC(OC(=O)c1ccc(NS(=O)(=O)c2cccs2)cc1)C(=O)N(C)C1CCCCC1 (stereo not drawn)	86	-1.0	-3	-5	-2	0	1	4	4	-0.6
CC(C)C1(C)C(=O)N=C2c3ccccc3C(=O)N21 (stereo not drawn)	99	0.5	nt	0	0	-2	-2	22	7	-1.2
O=C(NCCCNCc1ccccc1)c1ccncc1	99	-0.6	nt	-2	3	4	-5	1	4	-0.7
CCCCCCC#Cc1ccc2c(c1)COc1c3ccccc3nn1-2	101	1.3	19	-3	8	-1	1	1	6	-1.0
O=C(O)c1c(N2CCCCC2)ccc([N+](=O)[O-])c1N1CCCCC1	115	1.2	19	8	-2	5	-4	-7	3	-0.6
Cc1ccc(S(=O)(=O)N[C@@H](Cc2ccccc2)C(=O)N2CCC[C@@H]2C(=O)O)cc1	95	-0.6	1	-7	3	2	-2	8	5	-1.1
CCOC(=O)Nc1c2ccccc2nc2ccccc12	91	1.7	3	5	-4	-2	-1	-10	22	-4.3
Cc1ccc(S(=O)(=O)N(C)CC(=O)Nc2cc(C)ccn2)cc1	105	1.6	38*	-6	-1	-2	1	26	-2	0.3
CCCOc1ccc(N2C(=O)CC(N(CCc3ccccc3)C(=O)c3ccccc3)C2=O)cc1 (stereo not drawn)	129	0.8	-2	2	1	-2	4	46	6	-1.1
COc1ccc(C(=O)N/C(N)=N/c2nc3ccccc3o2)cc1	100	1.4	21	-2	9	-4	-1	6	-7	1.3
COc1ccc2nc(Cl)c(/C=N/Nc3ccccn3)cc2c1	nt	-0.9	20	-1	5	0	1	59*	10	-2.2
N#C/C(=C\c1cccc(OCC(=O)O)c1)c1nc2ccccc2[nH]1	117	1.0	4	1	-7	-2	-5	-12	5	-1.1
Cc1ccc(NNC(=O)c2cccs2)cc1Cl	85	0.8	-3	-3	1	1	0	-10	53*	-10
O=C(NC1CCCCCCC1)NC1CCCCC1	114	-1.5	58*	-7	-6	0	-6	2	3	-0.6
CCCCc1ccc(NC(=O)COCC)cc1	118	0.2	nt	6	-12	2	-7	-5	-13	2.2
